Assay outcomes deposited in PubChem by University of Kansas High Throughput Screening Laboratory.
Pf apPOL inh – Pf-apPOL DNA polymerase inhibition. Recombinant Pf-apPOL, molecular beacon fluorescence, 1.5 h. inhibition, % at 10 µM. actives 0.25% (n = 210,000)
mHTT CaM bind – disrupts binding of mutant huntingtin to calmodulin; P42858; AlphaScreen His-mHTT/GST-CaM binding, luminescence; inhibition, % at 15 µM; actives 3.6% (n = 190,000);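 also: 0% = both proteins with DMSO and 100% = one protein alone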
Numbers without * were called inactive; x = not tested or not shown; & = joins results of further samples; ! = not active in a repeat. Rule as the data show it: active = inhibition above about 50%; inactive = the rest.

SMILES	Pf apPOL inh	mHTT CaM bind
CC[C@H]1C(O)C[C@H]2CCN3C(=O)CCC[C@H]1[C@H]23 (some centres undefined)	-2.2	-3.1
CC1=C(C(=O)Nc2cccc(C)n2)C(c2ccccc2C(F)(F)F)C2=C(CCCC2=O)N1 (centres undefined)	0.4	2.0
O=C(CC12CC3CC(CC(Cl)(C3)C1)C2)NCC12CC3CC(CC(C3)C1)C2	-3.7	0.0
NC(=O)[C@@H]1CSSCCC(=O)N[C@@H](CCCCN=C(N)N)C(=O)NCC(=O)NC(CC(=O)O)C(=O)N[C@@H](Cc2c[nH]c3ccccc23)C(=O)N2CCC[C@H]2C(=O)N1 (some centres undefined)	-8.0	x
CC(C)Cn1c(CC2CCN(C(=O)Cc3ccccc3)C2)nc2cccnc21 (centres undefined)	-1.1	3.7
CCOC(CNC(=O)c1ccc2c(c1)ncn2-c1cccc(F)c1)OCC	-1.9	0.0
CCN(c1ccccc1)S(=O)(=O)c1ccc(C(=O)Nc2nnc(C3CC3)o2)cc1	-28.5	14.0
O=C(CN1C(=O)/C(=C/c2cccc(Cl)c2)Sc2ccccc21)NC1CCCC1	1.7	-3.0
Cc1c(Cl)c([N+](=O)[O-])nn1CC(=O)NC(C)c1ccccc1 (centres undefined)	-2.1	3.0
O=C(c1ccc(OCC2CCN(C(=O)c3ccc(F)c(Cl)c3)CC2)cc1)N1CCCC1	0.9	33.5
Cc1cc(C)n(-c2cc(NC(C)C)ncn2)n1	-4.0	-1.2
C#CCCNC(=O)CSc1c[nH]c2ccccc12	-5.2	-3.4
Cc1cccc(NC(=O)N2CCN(Cc3nc4cccnc4n3-c3ccc(F)cc3)CC2)c1	-1.5	7.8
COc1ccc(C2OCC3OC(OC)C(OCc4ccccc4)C(O)C3O2)cc1 (centres undefined)	-4.4	0.0
CCCc1nnsc1C(=O)Nc1nc(-c2ccccc2)c(C(C)=O)s1	-3.4	-10.1
Cc1ccc(Cn2cc(CN3CC(N4CCSCC4)CS3(=O)=O)nn2)cc1 (centres undefined)	-10.8	-9.9
O=c1[nH]c2nnc(Nc3ccccc3)n2c2sc3c(c12)CCCC3	-5.7	5.0
CCc1cc(C2CCCN2Cc2ccc(OC)c(O)c2)on1 (centres undefined)	-1.8	-3.6
CN(C)c1ccc(/C=C2\SC(=O)N(Cc3ccc(F)cc3)C2=O)cc1	-0.7	10.0
Cc1cccc(C)c1NC(=O)C1CCCN(c2nc3c(s2)c(C)nn3-c2ccccc2)C1 (centres undefined)	-1.4	16.4
COc1ccc(CN2CCCC2c2cc(C)on2)cc1O (centres undefined)	2.5	-4.8
COc1ccc(NC(=O)c2ccc(OC)c(S(=O)(=O)N3CCOCC3)c2)cc1	0.8	7.4
c1cncc(C2SCCCS2)c1	-0.2	x
Cc1cc(C)c(C(=O)CC(=O)c2ccccc2Cl)c(O)c1	-5.1	x
CCc1cccc(OCC(=O)Nc2cc(OC)c(OC)cc2C(=O)O)c1	1.8	1.3
O=C(c1ccc2c(c1)OCO2)N1CCCC(OCc2ccccc2)C1 (centres undefined)	1.1	1.0
CC(=O)Nc1ccccc1NC(=O)c1ccc(Br)cc1	-3.4	2.1
CCCNC(=O)C1(O)c2cc(Br)ccc2NC(=O)N1c1ccc(C)c(C)c1 (centres undefined)	-6.0	5.0
CC(=O)Nc1nc2cc3sc(NC(C)=O)nc3cc2s1	53.4*!	-6.0&-6.0
O=C(Cn1nc(-c2cccc([N+](=O)[O-])c2)ccc1=O)NCc1ccco1	1.1	5.5
O=C(O)CC1(O)C(=O)N(Cc2ccccc2)c2ccccc21 (centres undefined)	-1.8	-1.5
Cn1nc(CC(=O)Nc2cccc(F)c2)c2ccccc2c1=O	-4.6	0.0
COc1cc(NC(=O)C2CC(c3ccccc3F)=NO2)cc(OC)c1OC (centres undefined)	-0.1	-2.9
Cc1cccc(NS(=O)(=O)c2cc3n(c2)CCCN(C)C3=O)c1	3.3	1.4
COCCCn1c(=N)c(C(=O)NCc2ccco2)cc2c(=O)n3ccccc3nc21	8.8	44.0
CCN(CC)c1ccc(/C=C2\SC(N3CC(C)OC(C)C3)=NC2=O)cc1 (centres undefined)	0.9	29.0
Cn1c(CNC(=O)C2CCC2)nc2c1CN(S(=O)(=O)Cc1ccc(Cl)cc1)CC2	-6.4	10.0
O=C(NCc1ccco1)Nc1sccc1-n1cccc1	-129.6	x
CC1(C)CC(=O)C2=C(C1)N=C1c3ccccc3C(=O)C1C2c1cccc([N+](=O)[O-])c1 (centres undefined)	-2.1&4.1	50.8*!
Cc1ccc(S(=O)(=O)N2CCC(c3nc(C(=O)N(C)C)c(C)o3)CC2)cc1	-5.6	-3.8
Cc1ccc(-n2nc3c(c2NC(=O)c2ccc(Cl)cc2)CS(=O)(=O)C3)cc1	-2.2	15.0
COc1cccc(CN2CN(c3ccc(C)cc3)c3ncccc3S2(=O)=O)c1	-1.9	-18.9
O=C1c2ccccc2C(=O)c2c1ccc(Cl)c2NC(=O)C(F)(F)F	-81.4	18.0
COc1ccc(Br)cc1C(=O)Nc1ccc(-c2nc3ccccc3o2)c(O)c1	-3.8	4.0
COc1ccc(Cl)cc1NC(=O)C1=C(C)C(=O)OC12CCCCC2	0.3	-2.0
CC1(C)CC(NC(=O)CCC2CCCCC2)CC(C)(CNC(=O)CCC2CCCCC2)C1 (centres undefined)	x	-3.4
COc1ccc(-c2cc(C(=O)N3CCCC(C)C3)no2)cc1 (centres undefined)	-3.4	-12.8
S=C(NN=Cc1c(Sc2ccc(Cl)cc2)nc2sccn12)Nc1ccc(Cl)cc1	-9.0	x
COc1cc(Cl)cc(C2Nc3ccccc3-c3nnc(SC)nc3O2)c1OC (centres undefined)	-6.1	21.0
O=C(NCC1(O)CCOCC1)C1COc2ccccc2O1 (centres undefined)	-3.0	-16.6
COc1ccc(C(=O)N2CCC3(CC2)NC(=O)N(Cc2cc(C)ccc2C)C3=O)c(C)c1	1.4	8.8
COc1cccc(C=Nc2ccc(NC(=O)c3cccc(Cl)c3)cc2)c1O	-0.2	5.0
Cc1ccc(-c2cc(C(=O)O)c3cc(Br)ccc3n2)s1	-8.4	3.0
C=CCS(=O)(=O)Nc1ccc(OC)cc1	5.9	4.7
Cc1cc(C)c([N+](=O)[O-])c(C)n1	2.5&-6.8	x
O=C(NC(c1ccccc1Cl)c1ccc2cccnc2c1O)c1ccccc1 (centres undefined)	4.4	73.0*
NC(=O)c1cc(NC(=O)c2ccco2)ccc1N1CCOCC1	-6.1	1.8
COC(=O)C(C)Oc1ccc2c(=O)c(-c3ccc(Br)cc3)c(C)oc2c1 (centres undefined)	-12.8	-13.4
CC1CCCC(NC(=O)CCn2c(=O)[nH]c3ccsc3c2=O)C1C (centres undefined)	-3.3	-3.0
CC(Oc1ccccc1)C(=O)N1CCC(Cn2ccnc2-c2ccccc2)CC1 (centres undefined)	-2.9	-7.4

Going on with the list.
SMILES	Pf apPOL inh	mHTT CaM bind
CCN(CCN(C)C)Cc1ccc(Cl)c(Cl)c1	-4.0	-4.6
O=C(NC1CCN(Cc2ccccc2)CC1)c1ccc(Cl)cc1Cl	-6.9	-7.9
COc1ccc(C(=O)N2CCCC3(C2)Nc2cccnc2NC3=NC2CCCC2)cc1F (centres undefined)	-2.0	9.7
COCC(=O)Nc1ccccc1C(N)=O	-5.6	-1.3
O=C(Cc1csc(NC(=O)c2cnccn2)n1)NCCOc1ccc(F)cc1	-4.0	-1.8
O=C(CCC(=O)N1CCCC1)Nc1nc(-c2cc3cc(Br)ccc3oc2=O)cs1	-2.5	9.0
Cc1oc(C2CCN(C(=O)Nc3cccc(Cl)c3F)CC2)nc1C(=O)N(C)C	-3.6	1.8
N#CC1=C(N)SC(N)=C(C#N)C1c1c(Cl)cccc1Cl	-1.6	14.0
CCSC1=NSC2=NC(=O)/C(=C\c3ccc(C)cc3)C(=N)N12	-9.1	0.0
COc1ccc(-c2cn3ccn(-c4ccc(C)c(Cl)c4)c(=O)c3n2)cc1OC	16.6	18.0
Cc1cc(C(=O)N2CCCCC2)nc2cc(C(C)(C)C)nn12	-1.0	-6.7
O=C1C=C(O)c2ccccc2C1=O	-8.0	x
O=C1C(=O)N(CC(O)CN2C(=O)C(=O)c3ccccc32)c2ccccc21	-3.7	46.0
COc1cccc(C(=O)N2CCc3c(c(-c4nnc(SC)n4C)nn3C)C2)c1OC	-2.5	5.1
CNC1CCc2cc(OC)c(OC)c(OC)c2-c2ccc(O)c(=O)cc21 (centres undefined)	-1.3	x
Cc1ccc(N2C(N)=C(C#N)C(c3ccsc3)C3=C2CC(C)(C)CC3=O)cc1 (centres undefined)	-1.7	13.0
Cc1cccn2cc(C(=O)NCC3CCCCC3)nc12	-1.9	-2.4
O=C(CC(c1ccccc1)c1ccccc1)NCC1(O)CCOCC1	-4.7	-5.3
COCCN1C(=O)CCc2cc(NC(=O)C3CC3)ccc21	-1.4	-3.5
Cc1ccc(N2CCC(NS(=O)(=O)Cc3ccccc3)C2=O)cc1 (centres undefined)	-0.7	-6.8
O=C(CN1CCN(CC(=O)Nc2ccccc2F)CC1)Nc1ccccc1F	-3.6	-5.0
CCC(C)(C(=O)NC1CCCCC1)N(Cc1cccs1)C(=O)C1CCC(=O)N1 (centres undefined)	-2.2	14.0
COc1ccc(NC(=O)CSc2c[nH]c3ccccc23)c(OC)c1	-7.5	14.0
c1cn(Cc2noc(C3CCC3)n2)cn1	2.1	-8.2
Cc1cccc(NC(=O)c2ccc(Cl)c(Cl)c2)n1	1.1&0.9	-14.0&-9.9
O=C(NCCOc1ccc(F)cc1)C1CN(C(=O)c2cccs2)C1	1.8	-12.9
CCc1cc(C(=O)Nc2cc(F)ccc2C)nc2ccnn12	-2.7	-6.9
COCCn1c(C2CCN(S(=O)(=O)c3ccc4c(c3)CCC4)C2)nc2ccncc21 (centres undefined)	4.4	10.2
CCc1c(C)nc(SCc2cccc(C)c2)c(C#N)c1C	-3.9	-19.0
CC(=O)N1c2c(cc(Br)cc2S(=O)(=O)Nc2c(C)cccc2C)CC1C (centres undefined)	3.6	12.0
O=C(c1cnn2ccc(C3CCN(C(=O)C4CC4)CC3)cc12)N1CCOCC1	0.7	1.3
Cc1cccc(CC(=O)N2CC3CC2CC3NS(=O)(=O)c2ccccc2)c1 (centres undefined)	-4.5	2.1
C[C@@H]1[C@H](c2ccccc2)OCCS(=O)(=O)N1Cc1ccc(F)cc1	-3.6	2.7
CC(C)NC(=O)N1CCCC(c2cccc(C(=O)NCc3ccc(C(F)(F)F)cc3)c2)C1 (centres undefined)	-1.2	5.7
O=C(Nc1ccc2c(c1)CCC(=O)N2Cc1ccccc1)c1ccccc1C(F)(F)F	-8.8	-14.9
Fc1ccc(-c2nc(-c3ccc(-n4cccn4)nc3)no2)c(F)c1	2.1	-6.3
COc1ccc2oc(=O)c(C(=O)NCc3ccc(F)cc3)cc2c1	-3.0	3.0
Cc1ccc(CNC(=O)COc2ccc(C)cc2Br)cc1	-4.6	-20.7
CC(C)(C)c1nnc(NC(=O)c2cccc([N+](=O)[O-])c2)s1	-20.5	-7.0
Cc1ccc2nc(N3CCC(C(=O)NCc4cccs4)CC3)[nH]c2c1	-12.1	7.0
N#Cc1ccccc1CSc1nnc(N)s1	4.6	-10.3
CC1(C)CC(=O)C2=C(C1)Nc1nc(SCc3ccccc3)nn1C2c1cccnc1 (centres undefined)	-7.8	-2.0
COc1cccc(NC(=O)c2ccccc2-c2ccccc2C(=O)O)c1	-8.7	0.2
O=C(Nc1nnc(CCc2ccccc2)s1)c1ccco1	-6.1	-0.2
Cc1ccccc1C(=O)Nc1c(-c2cccs2)nc2ccccn12	1.2	11.0

Six entries from above, bar-delimited:
SMILES | Pf apPOL inh | mHTT CaM bind
N#Cc1ccccc1CSc1nnc(N)s1 | 4.6 | -10.3
CC(C)(C)c1nnc(NC(=O)c2cccc([N+](=O)[O-])c2)s1 | -20.5 | -7.0
O=C(c1cnn2ccc(C3CCN(C(=O)C4CC4)CC3)cc12)N1CCOCC1 | 0.7 | 1.3
Cc1cccc(CC(=O)N2CC3CC2CC3NS(=O)(=O)c2ccccc2)c1 (centres undefined) | -4.5 | 2.1
CC1(C)CC(=O)C2=C(C1)Nc1nc(SCc3ccccc3)nn1C2c1cccnc1 (centres undefined) | -7.8 | -2.0
COc1cccc(NC(=O)c2ccccc2-c2ccccc2C(=O)O)c1 | -8.7 | 0.2

(more compounds)
SMILES	Pf apPOL inh	mHTT CaM bind
CC(=O)N1CCc2cc(Br)cc(S(=O)(=O)NC(C)c3ccccc3)c21 (centres undefined)	-8.9	10.0
CCc1ccc(C2C(C#N)=C(SCC(=O)c3ccc([N+](=O)[O-])cc3)NC(C)=C2C(C)=O)cc1 (centres undefined)	1.9	59.7*
NNC(=O)c1c(NC(=O)c2ccccc2)sc2c1CCC2	-8.7	64.3*
Cc1nc(-c2cccc(F)c2)sc1CCNC(=O)c1cccs1	-13.3	-16.9
Cc1nc2cc(N3CC(C(=O)Nc4cccc(C(C)C)c4)CC3=O)ccc2o1 (centres undefined)	-4.0	-3.8
Cc1ccc(OCC(=O)Nc2ccc3c(c2)OCCO3)c(Br)c1	-6.0	-7.7
Cn1ncc(N2CCCC(C(=O)NCc3ccc(F)cc3)C2)cc1=O (centres undefined)	-0.6	-2.8

Four neighbouring compounds already listed, for reference:
SMILES	Pf apPOL inh	mHTT CaM bind
CC(=O)N1CCc2cc(Br)cc(S(=O)(=O)NC(C)c3ccccc3)c21 (centres undefined)	-8.9	10.0
CCc1ccc(C2C(C#N)=C(SCC(=O)c3ccc([N+](=O)[O-])cc3)NC(C)=C2C(C)=O)cc1 (centres undefined)	1.9	59.7*
NNC(=O)c1c(NC(=O)c2ccccc2)sc2c1CCC2	-8.7	64.3*
Cc1nc(-c2cccc(F)c2)sc1CCNC(=O)c1cccs1	-13.3	-16.9

These rows are one share of the data; the hit share may differ from the screen's.
